High-throughput results (PubChem)
FXIIa inh 1536: factor XIIa (human) inhibition; P00748; purified FXIIa, Boc-QGR-AMC fluorogenic substrate, 2 h; inhibition, % at 5 µM; 220,000 tested, 0.3% active; in the data active = inhibition above about 40%;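 also: 0% = enzyme with no compound and 100% = blank without enzyme; many of its hits are not listed in these tables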
Wee1 stabilizer: inhibitors of human Wee1 degradation | P30291 | HeLa Luc-Wee1K328M stability, luciferase luminescence; 100% = proteasome inhibitor MG132 effect | reporter increase, % at 5 µM | 220,000 tested, 1.2% active;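 active = activation above the mean of all tested compounds plus 3 SD, set per screening run, cut at about 8.8% in these data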;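 also: cells exposed to compound for 20 h before luminescence read; 0% = DMSO alone and 100% = MG132 at 30 µM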
KLK5 inh: kallikrein 5 (human) inhibition; recombinant hK5, fluorogenic AMC substrate cleavage; inhibition, % at 5 µM; Q9Y337; AID 873; 210,000 tested, 0.59% active;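 active = inhibition of 40% or more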;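 also: 0% = enzyme controls without compound and 100% = no-enzyme blanks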
FXIa inh 1536: factor XIa (human) inhibition. P03951. purified FXIa, Boc-Glu-Ala-Arg-AMC fluorogenic substrate. inhibition, % at 5 µM. 220,000 tested, 0.14% active. AID 798;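 active = inhibition of at least 40%; inactive = inhibition below 40%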;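 also: fluorescence of freed AMC excited at 355 nm; 0% = enzyme without compound and 100% = no enzyme blank; many of its hits are not listed in these tables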
KCC2 mod: modulates chloride dependent transport by human KCC2 | 190,000 tested, 2.2% active | Q9H2X9 | KCC2 cells, thallium flux FluoZin-2 fluorescence | AID 1456 | B-score of Tl+ flux slope (higher = more flux/activation; lower = inhibition) at 10 µM;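 active = thallium flux slope and its plate-corrected score both differing from the plate sample mean at a set confidence after two filtering rounds, in either direction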;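 also: slope of fluorescence scaled to starting intensity during 10 to 20 s after thallium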
p97 inhibitor: inhibitors of human p97 ATPase; inhibition, % at 8 µM; 220,000 tested, 0.42% active; AID 1481; recombinant p97 ATPase, Kinase-Glo ATP luminescence, 3 h; P55072; in the data active = inhibition above about 15%;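 also: 0% = DMSO vehicle and 100% = wells lacking enzyme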
thrombin 1536: thrombin (human) inhibition; P00734; inhibition, % at 5 µM; AID 1046; alpha-thrombin, Boc-VPR-AMC fluorogenic substrate cleavage; 220,000 tested, 0.26% active;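 active = inhibition at or above 40%; inactive = inhibition below 40%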;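 also: 0% = enzyme with no compound and 100% = wells without enzyme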
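Test system: human alpha-thrombin protein / Dosing: one concentration per compound, 5 µM, with 0.2% DMSO / Medium: pH 7.5 Tris-saline with Tween 20 / Benchmarks: no-compound enzyme wells and no-enzyme blanks / Read-out basis: percent inhibition of thrombin substrate cleavage / Timing: reaction at room temperature / Measured by: fluorescence, ex 355 nm, em 460 nm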
PERK inhibitor: human PERK inhibition, primary cell-based screen | AID 1416 | 220,000 tested, 0.17% active | Q9NZJ5 | CHO PERK-DD fusion, SEAP luminescence translation reporter | inhibition, % at 5.6 µM;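 active = inhibition above the mean inhibition of all tested compounds plus 3 SD, set separately per screening campaign, cut at about 2.9% in these data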;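 also: PERK kinase domain activated by AP20187 dimerizer at 100 nM; 0% = DMSO with dimerizer and 100% = rapamycin at 8.4 µM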
Target sequence (Q9NZJ5 whole entry, looked up, the tested form may be a part): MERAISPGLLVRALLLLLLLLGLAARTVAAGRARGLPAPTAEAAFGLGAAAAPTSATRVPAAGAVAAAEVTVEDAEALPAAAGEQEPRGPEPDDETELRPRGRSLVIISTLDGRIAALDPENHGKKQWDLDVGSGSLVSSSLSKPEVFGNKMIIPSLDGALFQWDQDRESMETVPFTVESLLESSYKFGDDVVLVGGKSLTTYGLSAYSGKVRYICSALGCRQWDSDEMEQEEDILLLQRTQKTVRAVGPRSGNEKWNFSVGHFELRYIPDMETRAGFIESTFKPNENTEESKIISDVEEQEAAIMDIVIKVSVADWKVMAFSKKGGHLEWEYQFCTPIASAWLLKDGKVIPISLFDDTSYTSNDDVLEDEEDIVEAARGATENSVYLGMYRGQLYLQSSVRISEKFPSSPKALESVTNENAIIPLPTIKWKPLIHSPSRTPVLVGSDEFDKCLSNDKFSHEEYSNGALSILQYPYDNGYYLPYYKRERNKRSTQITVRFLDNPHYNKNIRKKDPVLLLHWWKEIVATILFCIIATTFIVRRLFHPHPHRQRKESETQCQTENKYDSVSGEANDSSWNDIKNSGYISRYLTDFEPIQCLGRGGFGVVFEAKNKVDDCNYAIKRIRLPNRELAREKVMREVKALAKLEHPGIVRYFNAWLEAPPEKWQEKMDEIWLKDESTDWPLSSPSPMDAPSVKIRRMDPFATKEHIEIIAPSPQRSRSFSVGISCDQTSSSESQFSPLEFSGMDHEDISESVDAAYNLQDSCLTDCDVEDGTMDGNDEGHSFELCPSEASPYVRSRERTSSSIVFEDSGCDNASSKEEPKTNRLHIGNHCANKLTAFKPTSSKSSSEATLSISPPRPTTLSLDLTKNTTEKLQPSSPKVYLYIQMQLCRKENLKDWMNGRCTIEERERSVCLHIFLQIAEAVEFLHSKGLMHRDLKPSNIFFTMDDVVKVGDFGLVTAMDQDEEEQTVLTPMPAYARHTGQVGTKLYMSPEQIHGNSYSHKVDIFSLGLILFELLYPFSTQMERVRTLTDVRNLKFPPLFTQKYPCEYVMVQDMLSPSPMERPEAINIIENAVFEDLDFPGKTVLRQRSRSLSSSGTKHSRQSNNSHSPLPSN
Furin inh: inhibitors of human furin | 220,000 tested, 0.061% active | AID 463115 | P09958 | purified furin, fluorogenic substrate cleavage | inhibition, % at 30 µM; in the data active = inhibition above about 25%; also: inactives centre near -15
* marks the source's active call; other numbers are inactive results; i = inactive; · = not tested or not shown; [ ] = dose if it differs, or a comment. Compounds as they come; 4.4% or so of the library scored in one or more.

SMILES | FXIIa inh 1536 | Wee1 stabilizer | KLK5 inh | FXIa inh 1536 | KCC2 mod | p97 inhibitor | thrombin 1536 | PERK inhibitor | Furin inh
CCOC(=O)C1CCN(C(=O)Nc2cccc(OC)c2)CC1 | 7 | -3 | 0 | -2 | 0.26 | 0 | -2 | 0.7 | -30
CCN(C(=O)c1ccccc1Cl)c1ccccc1 | 2 | 0 | 4 | 2 | 1.3 | 3 | -7 | 0.5 | -22[20 µM]
C=CCSc1nc(=O)n2cccc(C)c2n1 | 6 | 6 | -15 | -1 | -0.047 | -2 | -4 | 0.4 | 7[20 µM]
Clc1ccc(N2N=C(c3cccs3)CC2c2ccco2)cc1 (centres undefined) | -52 | 5 | i | -26 | 0.3 | -4 | -30 | -0.8 | -38[20 µM]
CCOC(=O)c1ccc(N2C(=O)CC(NC3CCN(C(=O)c4ccc(F)cc4)CC3)C2=O)cc1 (centres undefined) | 4 | -2 | 5 | 2 | -0.34 | 5 | 3 | 1.5 | -7[20 µM]
C[C@@H](C[C@@H](O)[C@H](O)C(C)(C)O)[C@@H]1CC[C@]2(C)C3=CC[C@H]4C(C)(C)C(=O)CC[C@]4(C)[C@H]3CC[C@@]12C | 10 | -3 | -8 | 1 | 4.8* | -4 | 0 | -0.4 | -9
Cc1cccc(Cc2nnc(CCC(=O)NCc3ccncc3C)o2)c1 | 7 | 2 | -1 | -5 | 0.34 | -5 | -1 | -0.6 | -3
CCC(=O)Nc1cccc(C(=O)/C=C/c2ccc(F)cc2)c1 | 12 | 1 | -1 | -1 | -0.39 | 2 | 9 | 0.6 | -23
O=C(c1ccc(Cl)cc1)C1CCCN(Cc2ccc(Oc3ncccn3)cc2)C1 (centres undefined) | 11 | 2 | · | 2 | -0.13 | -5 | 3 | 0.2 | -12
CC(C)CNC(=O)CSc1nc(-c2cccs2)cc(C(F)(F)F)n1 | 16 | 3 | -3 | 9 | -0.37 | -1 | 4 | 0.2 | -3[20 µM]
CC(=O)C1=C(Nc2ccccc2)CC(C)(O)C(C(C)=O)C1c1ccccc1 (centres undefined) | 11 | -1 | 6 | 4 | 0.006 | 5 | 3 | 1.8 | -21
O=C(COC(=O)c1ccc(Br)o1)Nc1ncc(Cl)cc1Cl | 5 | 2 | 0 | -1 | -0.75 | 4 | -2 | 0.7 | -22
CCOC(=O)C1CCN(c2ncnc3c2cnn3-c2ccccc2)CC1 | 6 | 1 | -13 | 7 | -0.3 | -3 | -7 | -0.1 | -25[20 µM]
COc1cc(C(=O)OCC(C)=O)ccc1OCc1c(C)noc1C | 38 | 5 | 42* | 42* | 0.2 | -4 | · | 0.4 | -7
Cc1cc(=O)oc(C)c1C(=O)N1CCCc2ccccc21 | 12 | 2 | 1 | 1 | -0.37 | -5 | 4 | 0.4 | -13[20 µM]
O=C(O)CCC(=O)c1c[nH]c2ccccc12 | -3 | -2 | 0 | -5 | · | 2 | -7 | 0.5 | -22[20 µM]
Fc1ccc(CN2CCCCCCC2)c(F)c1 | 3 | 0 | -24 | -8 | -0.14 | 4 | 3 | 1.7 | -18
CCOCCCNC(=O)c1ccc2c(c1)N=C(CC)c1cc(Br)ccc1S2 | 11 | 3 | -22 | -1 | -0.75 | -2 | 7 | 0.0 | -23
CCOc1ccc(-c2c(=O)n(OCc3nc4ccccc4[nH]3)c3ccccc3[n+]2[O-])cc1 | 1 | 7 | 1 | -5 | 2.8 | 5 | -5 | 0.1 | -15
CSc1nnc(-c2cc3ccccc3cc2O)n1C | 6 | -1 | -3 | -6 | · | 4 | 0 | 0.5 | -7
CCOc1ccc2[nH]cc(C(=O)O)c(=O)c2c1 | 8 | -3 | -13 | 5 | -0.027 | 2 | -3 | 1.2 | -16
O=C(Nc1cc(C(F)(F)F)ccc1N1CCOCC1)c1ccccc1F | 16 | 0 | 2 | 8 | 0.26 | -7 | -2 | -0.1 | -9[20 µM]
CCN(CC)CCCN1C(=O)CSC1c1ccc2c(c1)OCO2 (centres undefined) | 19 | -3 | 52* | 3 | 1.1 | -6 | 20 | -0.3 | -16
Cc1c(C)n(C(=O)CSc2nc3ccccc3[nH]2)c2ccccc12 | 0 | 3 | -86 | -13 | -0.54 | 0 | 0 | 0.6 | -12[20 µM]
COc1cc(CO)cc(Br)c1OCc1cccnc1 | 14 | 2 | -25 | -2 | 0.4 | 3 | 3 | 0.6 | -14
Cc1ccc(NC(=O)c2cc(=O)c3ccccc3o2)c(C)c1 | 10 | 1 | 2 | 1 | -0.16 | 3 | -5 | 0.1 | -15
N#CSCC(=O)c1cccc2ccccc12 | 13 | 1 | -8 | 4 | 12* | 6 | 1 | 0.9 | -11
Cc1ccc(-c2cc(C(=O)Nc3cc(C)ccc3C)[nH]n2)c(O)c1 | 14 | -1 | 2 | 5 | 0.79 | 3 | -1 | 0.7 | -2[20 µM]
Cc1c(NC(=S)NC(=O)Cc2ccccc2)cccc1C(=O)O | 20 | 2 | -6 | 2 | 0.17 | 0 | 1 | 1.8 | -10
CN(C)S(=O)(=O)N1CCCN(S(=O)(=O)N(C)C)CC1 | -3 | 4 | -2 | -8 | · | -4 | -7 | 1.1 | -11
CCC(=O)c1ccc(OCC(O)Cn2nnc3ccccc32)cc1 (centres undefined) | 2 | -1 | -10 | -4 | 0.54 | 4 | 2 | 0.2 | -17
COCCNC(=O)CN(C(=O)Cn1nnc2ccccc21)c1ccc(C)cc1 | 8 | 1 | 3 | 0 | · | 1 | -4 | 0.0 | -18
O=c1oc2c(CN3CCN(CCO)CC3)c(O)ccc2cc1-c1ccccn1 | -88 | -3 | -38 | -38 | 0.079 | 6 | -2 | 0.4 | -55
CCOc1ccc(-n2cc(C(=O)NC(C)C)c3cc(OC)c(OC)cc3c2=O)cc1 | 13 | -1 | -3 | 2 | -0.61 | 1 | 0 | -1.3 | 9[20 µM]
CCCC(=O)N1c2ccccc2NC2=C(C(=O)CCC2)C1c1ccc(F)cc1 (centres undefined) | 9 | -2 | -2 | -5 | 2.8* | -7 | -4 | 0.4 | 0[20 µM]
Cc1csc(NC(=O)CCn2c(=O)oc3ccccc32)n1 | 14 | -2 | -19 | 4 | · | 3 | 2 | -0.1 | -8[20 µM]
Cc1cc(C)cc(NC(=O)c2c(C)nc3ccccn23)c1 | 10 | -1 | 12 | 0 | · | 0 | 0 | -0.1 | -29
COc1ccc2nc3ccccc3nc2c1NC(=O)c1ccc(Br)cc1 | 13 | 0 | -8 | 13 | -0.22 | 4 | 1 | 0.9 | -24
O=C(Nc1ccccc1O)c1cc(S(=O)(=O)N2CCOCC2)ccc1Cl | 1 | 2 | 2 | -1 | 0.36 | 7 | -9 | 0.1 | -23
N#Cc1c(Nc2ccc(F)cc2)sc(C(=O)c2ccccc2)c1N | 10 | 5 | -17 | 6 | -0.28 | 2 | -7 | 0.0 | -15
Cc1ccc(C)c(N2CCN(CCCNC(=O)Cn3cccc3C(=O)c3ccccc3)CC2)c1 | 10 | -2 | · | 4 | -0.25 | 0 | -1 | 0.4 | -20
Cc1cccc(NC(=O)CSc2nc3c(c(=O)[nH]2)CCCC3)c1C | 21 | -3 | -20 | 3 | · | 2 | -7 | -0.3 | -11[20 µM]
O=C(Nc1ccccc1F)c1ccc(OCc2ccccc2)cc1 | 8 | -2 | -1 | 2 | -0.58 | -3 | -1 | 0.6 | -4
Fc1ccccc1COc1ccc(-c2nnn(Cc3ccccc3F)n2)cc1 | 9 | -3 | -1 | 3 | 0.56 | -11 | 0 | 0.7 | -19
COc1ccc(N2CCN(C(=O)CSc3ncnc4c3cnn4-c3ccccc3C)CC2)cc1 | 0 | 0 | 33 | 2 | -0.048 | 3 | 11 | 1.2 | -4[20 µM]
Cc1c(NC(=O)CN2CCN(C(=O)c3ccco3)CC2)c(=O)n(-c2ccccc2)n1C | 2 | 0 | 5 | -4 | 0.42 | -7 | -1 | 0.1 | -15[20 µM]
Cn1nccc1NC(=O)CC(CC(=O)O)c1ccccc1 (centres undefined) | 3 | -1 | -6 | -3 | 0.79 | 10 | 0 | 1.2 | -12
COc1ccc(CC(=O)Nc2ccc3nc(C)sc3c2)cc1OC | 4 | 4 | 13 | 1 | -1.3 | 3 | -8 | -0.4 | 9
Cc1nc2ccc(NC(=O)c3cccc(C(F)(F)F)c3)cc2o1 | 5 | 1 | 6 | -8 | · | -7 | -4 | -1.0 | 1[20 µM]
COc1ccc(CC(=O)Nc2c3c(nn2-c2ccccc2C)CS(=O)C3)cc1 (centres undefined) | 9 | 2 | -10 | 3 | -1.4 | -4 | -2 | -0.3 | -14[20 µM]
Cc1nn(-c2cccc(Cl)c2)c2nc(-c3ccco3)cc(C(=O)O)c12 | 10 | -2 | -13 | 5 | -0.93 | 4 | 2 | -0.5 | -16[20 µM]
Cc1cc(C)n(CCNC(=O)c2cc(COc3ccc4ncccc4c3)on2)n1 | 11 | 1 | 2 | 5 | -0.25 | 1 | 0 | -1.0 | 7
Cc1ccc(N2C(=O)SC(Cc3ccccc3)C2=O)cc1 (centres undefined) | 0 | -2 | -6 | -4 | -0.41 | 2 | -14 | 1.3 | -15
Cc1cc2c(ncn2C(C)C)c(NS(=O)(=O)c2ccc(F)cc2)c1C | 2 | 2 | -6 | -6 | -0.84 | 2 | -5 | 0.4 | -15
O=C1CC(N2CCC(O)(c3ccc(Br)cc3)CC2)C(=O)N1c1ccc(Cl)cc1 (centres undefined) | 9 | -3 | -16 | 4 | -0.3 | 8 | -5 | 0.4 | -14
CCN1CCN(CC(=O)N/N=C/c2ccc(F)cc2F)CC1 | 0 | 0 | -17 | -1 | -0.61 | 6 | -12 | 0.2 | -15
CC(C)NC(=O)c1ccc(Cl)cc1Cl | 4 | -2 | -5 | -6 | · | -2 | 0 | -0.6 | -10
CN(C)S(=O)(=O)c1ccc(NC(=O)c2ccncc2)cc1 | 6 | 0 | 3 | 2 | 0.71 | 3 | -10 | 1.8 | -20
C/C(=N\NC(=O)Cc1ccc(F)cc1)c1ccc(F)cc1 | 0 | -2 | -9 | 6 | -0.52 | -4 | -1 | 0.9 | -23
COc1ccc(N(CC(=O)Nc2nccs2)S(=O)(=O)c2c(C)nn(C)c2C)cc1 | -6 | -1 | 7 | -6 | -0.5 | 1 | -7 | 0.7 | -3
Later entries
SMILES | FXIIa inh 1536 | Wee1 stabilizer | KLK5 inh | FXIa inh 1536 | KCC2 mod | p97 inhibitor | thrombin 1536 | PERK inhibitor | Furin inh
CC1CCCN(S(=O)(=O)c2ccc(C(=O)Nc3ccccc3-c3nc4ccccc4[nH]3)cc2)C1 (centres undefined) | 9 | -1 | -25 | 6 | -0.15 | 6 | -4 | 0.0 | -38
Cn1c(=O)c2c(nc(NCc3ccco3)n2C/C=C/c2ccccc2)n(C)c1=O | 5 | · | -11 | 0 | · | · | -4 | · | ·
Cc1ccccc1C(=O)N1CCCN(C(=O)c2ccccc2C)CC1 | 7 | 4 | 17 | 2 | -0.79 | 4 | -4 | 1.9 | -5[20 µM]
O=C1N=C(N2CCOCC2)S/C1=C/c1ccc(-c2ccccc2Cl)o1 | 6 | 0 | -6 | 1 | · | 0 | -6 | 0.6 | -6[20 µM]

Random excerpt: 2 compounds from above
SMILES | FXIIa inh 1536 | Wee1 stabilizer | KLK5 inh | FXIa inh 1536 | KCC2 mod | p97 inhibitor | thrombin 1536 | PERK inhibitor | Furin inh
Cc1ccc(-c2cc(C(=O)Nc3cc(C)ccc3C)[nH]n2)c(O)c1 | 14 | -1 | 2 | 5 | 0.79 | 3 | -1 | 0.7 | -2[20 µM]
COc1cc(C(=O)OCC(C)=O)ccc1OCc1c(C)noc1C | 38 | 5 | 42* | 42* | 0.2 | -4 | · | 0.4 | -7
